Bioassay records deposited in PubChem BioAssay by Sanford-Burnham Center for Chemical Genomics.
Hsp70 inhibitors: Hsp70 inhibitors, probe displacement, primary screen, biochemical, fluorescence polarization (AID 583) | one-dose displacement, % at 20 µM; IC50 in µM for titrated hits | Hsp70 fluorescence polarization probe displacement, mP; higher % means a stronger effect | 140,000 tested, 0.06% active; in the data active = displacement above about 50%;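 also: plate controls were vehicle for no effect and reference ligand for full effect; a part of the inactive calls stands beside numbers as strong as those of hits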
MKP-3 inhibition: MKP-3 phosphatase inhibitors, primary screen, biochemical, rat enzyme, in vitro (AID 425); recombinant MKP-3 phosphatase activity, fluorescence; higher % means a stronger effect; inhibition, % at 20 µM, or IC50 in µM where a hit was titrated; 110,000 tested, 0.17% active; in the data active = inhibition above about 50%;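 also: plate controls were vehicle for no effect and reference inhibitor for full effect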
* = called active by the depositor; . = not tested or not shown; & = joins results of further samples.

Preview:
MKP-3 inhibition,Hsp70 inhibitors,Compound
.,-6.8%,COc1nc(-c2ccncc2)nc2ccccc12
3.2%,-0.6%,Cn1c(=O)c2c(ncn2CC(=O)Nc2ncccn2)n(C)c1=O
2.6%,-1.6%,Cc1cc(C)nc(SCNC(=O)c2ccc(F)cc2)n1
1.8%,-3.7%,CCN(CC)C(=O)CSc1nc(O)cc(=O)[nH]1
0.7%,3.0%,CCOC(=O)c1c(-c2ccccc2)oc2cc(Br)c(OCC(N)=O)cc12
1.7%,0.9%,CCCNC(=O)c1cc2nc(-c3ccc(OC)cc3)cc(C(F)(F)F)n2n1
1.2%,-3.5%,COc1cccc(C2C(C(C)=O)=C(O)C(=O)N2CCN2CCNCC2)c1 (stereo not drawn)

The whole of this part (from the top)
MKP-3 inhibition,Hsp70 inhibitors,Compound
.,-6.8%,COc1nc(-c2ccncc2)nc2ccccc12
3.2%,-0.6%,Cn1c(=O)c2c(ncn2CC(=O)Nc2ncccn2)n(C)c1=O
2.6%,-1.6%,Cc1cc(C)nc(SCNC(=O)c2ccc(F)cc2)n1
1.8%,-3.7%,CCN(CC)C(=O)CSc1nc(O)cc(=O)[nH]1
0.7%,3.0%,CCOC(=O)c1c(-c2ccccc2)oc2cc(Br)c(OCC(N)=O)cc12
1.7%,0.9%,CCCNC(=O)c1cc2nc(-c3ccc(OC)cc3)cc(C(F)(F)F)n2n1
1.2%,-3.5%,COc1cccc(C2C(C(C)=O)=C(O)C(=O)N2CCN2CCNCC2)c1 (stereo not drawn)
1.4%,5.5%,CCOC(=O)C1CCN(C(=O)Nc2ccc3oc(C)nc3c2)CC1
-8.5%,1.7%,Cc1cc(=O)n2[nH]c(C)c(-c3ccc(Cl)cc3)c2n1
-3.4%,2.3%,CCc1nnc(NC(=O)C2CCC2)s1
-0.2%,1.5%,Cc1nc(Sc2cccn2C)c(C(F)(F)F)c(=O)[nH]1
6.1%,0.2%,O=C(NC1CCCCC1)c1noc2c1CCCCC2
9.9%,-1.3%,CCOc1ccc(Cc2nc(-c3nonc3N)no2)cc1OCC
0.0%,2.4%,CC(=O)Nc1nc(SCCCc2ccccc2)n[nH]1
-5.3%,-2.4%,Cc1occc1-c1nnc(SCC(=O)Nc2ccc3c(c2)OCO3)n1CC1CCCO1 (stereo not drawn)
-3.7%,-2.2%,Cc1ccc(C2NC(=O)NC3=C2CCc2ccccc23)cc1 (stereo not drawn)
.,-1.6%,CC1(C)Cc2c(sc3nc(-c4ccccc4)n(N)c(=O)c23)CO1
.,3.0%,COC(=O)CSc1nnc(-c2ccc(S(=O)(=O)N3CCCC3)cc2)n1C
-4.2%,0.4%,CCOC(=O)N1CCC(NS(=O)(=O)c2cc(Br)cnc2N)CC1
-9.2%,3.3%,COc1ccc(C)cc1S(=O)(=O)N1CCC(C)CC1
-1.7%,0.2%,CCOC(=O)N1CCN(C(=O)c2c(-c3ccccc3)noc2C)CC1
2.8%,-0.3%,CC(C)(C#N)NC(=O)c1ccco1
-1.9%,-4.7%,COc1ccccc1C(=O)Nc1ccccn1
-6.8%,1.4%,COc1ccc(N2C(=O)C(Cl)=C(N3CCCC3)C2=O)cc1
4.1%,1.7%,N#C/C(=C/c1ccc(Sc2ccccc2)o1)C(=O)NCc1ccccc1
-7.2%,2.5%,CCCc1nc(SCC(=O)Nc2cc(Cl)ccc2OC)c2c(=O)n(C)c(=O)n(C)c2n1
-5.7%,-1.3%,Cc1ccc(S(=O)(=O)Nc2c(C)n(C)n(-c3ccccc3)c2=O)cc1C(=O)NCc1ccccn1
2.1%,-1.8%,O=C1NC(=O)N(c2ccc(Cl)cc2)C(=O)/C1=C/c1ccc(O)c(Cl)c1
3.4%,-4.3%&22.7%,O=c1c(/C=C(\O)c2ccccc2)nc2ccccc2n1-c1ccccc1
-9.9%,0.1%,Cc1c(N=CC=Nc2c(C)n(C)n(-c3ccccc3)c2=O)c(=O)n(-c2ccccc2)n1C

Copied from the results shown, 2 compounds:
MKP-3 inhibition,Hsp70 inhibitors,Compound
.,-6.8%,COc1nc(-c2ccncc2)nc2ccccc12
3.2%,-0.6%,Cn1c(=O)c2c(ncn2CC(=O)Nc2ncccn2)n(C)c1=O

The list continues:
MKP-3 inhibition,Hsp70 inhibitors,Compound
-3.8%,-1.7%,CCOc1ccccc1NC(=O)CSc1nc2c(c(=O)n1C)SC(C)C2 (stereo not drawn)
-0.1%,-0.1%,FC(F)(F)c1nnc2sc(-c3ccccn3)nn12
-1.7%,0.1%,CCOc1ccc(S(=O)(=O)Nc2ccc(Cl)cc2)cc1
4.3%,3.5%,CC12CCC3(CO)COC(c4ccccc4O1)C2C3 (stereo not drawn)
-2.3%,0.1%,C=CCn1c(=O)c2ccccc2n2c(SC(C)C(=O)Nc3nc(-c4ccccc4)cs3)nnc12 (stereo not drawn)
.,1.0%,c1ccc(-c2cn3c(n2)SCC3)cc1
-12.2%,4.1%,Cc1cccc(C)c1NC(=O)N1CCC(n2cnc3ccccc32)CC1
3.4%,8.0%,CCCS(=O)(=O)c1nnnn1-c1cccc(OC)c1
-2.9%,-1.2%,CN(C)C(CNC(=O)c1cccs1)c1cccnc1 (stereo not drawn)
-11.4%,-2.8%,CCc1sc(C(=O)N2CCN(S(C)(=O)=O)CC2)cc1Br
5.2%,-6.2%,O=C(Oc1ccc([N+](=O)[O-])c(Cl)c1)c1c(F)cccc1F
.,-5.1%,COc1ccc(/C=C2\N=C3CCCCCN3C2=O)cc1OC
-4.8%,1.1%,O=C(c1cnn2c(C(F)(F)F)cc(-c3ccc4c(c3)OCO4)nc12)N1CCOCC1
0.5%,8.8%,CCN(CC)S(=O)(=O)c1ccc(Cl)c(C(=O)Oc2ccc([N+](=O)[O-])cc2)c1
1.5%,2.9%,Cc1csc(NC(=O)CSc2nnc(-c3ccc(S(=O)(=O)N4CCCC4)cc3)o2)n1
.,2.7%,COc1ccc(N2CCN(C(=O)c3ccc(C(C)(C)C)cc3)CC2)cc1
-9.3%,-3.5%,CCCCOC(=O)C(C)Nc1n[nH]c(=O)[nH]c1=O (stereo not drawn)
2.7%,3.3%,CCOc1ccc(/C=N\N2CCN(c3ccccc3OC)CC2)cc1
1.9%,1.3%,CCCCOc1ccc(C(=O)Nc2ccccc2-c2nc3ccccc3s2)cc1
.,-1.8%,O=C(CN(c1ccc(F)cc1)S(=O)(=O)c1ccc2c(c1)OCCO2)NCc1ccccc1
0.5%,-1.0%,Cc1cc(/C=C2\C(=O)NC(=O)N(c3cccc(F)c3)C2=O)c(C)n1-c1cccnc1
1.0%,1.3%,COc1cc(C=C2C(=O)N(C)C(=O)N(C)C2=O)cc(Cl)c1OCCOc1ccccc1
2.4%,.,Cn1c(=O)oc2cc(S(=O)(=O)NCCC(=O)N3CCc4ccccc4C3)ccc21
.,5.6%,O=C(Nc1ccccc1C(=O)O)c1ccc(Br)o1
.,0.6%,O=C(N1CCN(c2cccc(Cl)c2)CC1)C1(S(=O)(=O)c2ccc(Cl)cc2)CC1
-0.8%,-4.9%,Cc1ccc(OCc2nnc(SCCN3CCOCC3)n2C)cc1
-20.8%,-0.3%,Cc1nnc(SCC(=O)NC(=O)NC(C)(C)C)n1N
-9.3%,-2.8%,NC(=O)c1c(NC(=O)CN2CCCC2)sc2c1CCCC2
-3.9%,-6.6%,CCOC(=O)c1ccc(NC(=O)C23CCC(C)(C(=O)O2)C3(C)C)cc1 (stereo not drawn)
0.6%,-0.6%,CCOc1ccc(-c2nc(-c3ccccc3C)no2)cc1
-6.4%,0.5%,O=C(COc1cccc(C(F)(F)F)c1)NCCCN1CCCC1=O
.,-3.7%,Cc1c(Cl)cccc1-c1ccc(/C=N/n2cnnc2)o1
3.5%,-1.1%,Cn1c(=O)c2c(nc(Oc3ccc4c(c3)OCO4)n2Cc2ccc(Br)cc2)n(C)c1=O
0.6%,-2.5%,Cc1ccc(-c2noc(/C=C/c3ccccc3)n2)cc1
.,6.4%,O=C(NCc1ccc2c(c1)OCO2)C1CC(c2cccc(Br)c2)=NO1 (stereo not drawn)
-7.4%,0.5%,CCOc1ccc(C(=O)NCCCN(CC)CC)cc1
4.1%,1.2%,CCC(=O)Nc1ccccc1-c1nnn(CC(=O)N2c3ccccc3CC2C)n1 (stereo not drawn)
0.6%,-1.9%,Cc1nc2ccc(S(=O)(=O)NCC(=O)N3CCOCC3)cc2s1
-4.4%,-6.9%,COc1ccccc1N1CCN(c2nc(N)c(C#N)c(CC#N)c2C#N)CC1
-5.7%,-0.1%,CN(C)c1ccc(CNC(=O)C2CCN(S(=O)(=O)c3ccc4c(c3)CCC(=O)N4)CC2)cc1
.,-9.0%,CCC(=O)Nc1ccc(C(=O)Nc2cccc(OC)c2)cc1
-6.2%,-2.8%,CCOc1ccc(N2CC(C(=O)NCCCN3CCOCC3)CC2=O)cc1 (stereo not drawn)
2.8%,3.8%,CCCCC(CCC(=O)Nc1ccc(C(=O)OCC)cc1)C(=O)O (stereo not drawn)
4.3%,-2.5%,O=C1C(=O)N(c2cccnc2)C(c2ccc3c(c2)OCO3)/C1=C(\O)c1ccc(Cl)cc1 (stereo not drawn)
-0.5%,1.1%,COC(=O)NC(NC(=O)OC)c1ccc(F)cc1
.,1.2%,Cn1c(SCc2nc(-c3ccccc3)no2)nnc1-c1cccs1
4.9%,-0.5%,C=CCN1C(=O)/C(=C\c2cc(I)c(O)c(OC)c2)C(=O)NC1=S
-3.8%,5.0%,Cc1cc(Cl)ccc1NC(=O)C1CCCN1C(=O)OC(C)(C)C (stereo not drawn)
-1.4%,3.9%,O=C(c1ccccc1)c1ccc(O)c(O)c1
.,-0.6%,N#Cc1ccccc1NC(=O)CC1CCCCC1
-1.0%,6.0%,COC(=O)c1ccc(NC(=O)C2CCN(S(C)(=O)=O)CC2)cc1
-1.5%,5.0%,Cc1cnc(-c2nnc(N(C)C(=O)c3ccccn3)s2)cn1
3.0%,-4.2%,NNC(=O)CNC(c1ccccc1)c1cc(Br)ccc1NC(=O)CN1CCOCC1 (stereo not drawn)
-2.0%,1.5%,CCOC(=O)C1=C(C)NC2=C(C(=O)CC(C)(C)C2)C1c1ccc2c(c1)CCCN2C (stereo not drawn)
.,0.9%,CCN(C(=O)CSc1nnc(Cn2nnc3ccccc32)o1)c1nc(C)cs1
-2.3%,4.3%,O=C1[C@H]2[C@@H](C(=O)N1c1cc(Cl)cc(Cl)c1)[C@]1(C(=O)Nc3ccccc31)N1CCC[C@@H]21
.,9.3%,Cc1cc(Oc2cnn(C(C)(C)C)c(=O)c2Cl)cc(C(C)C)c1
-0.7%,1.9%,O=C(C1CCN(c2nnc(-n3cccc3)s2)CC1)N1CCN(c2cccc(C(F)(F)F)c2)CC1
-5.8%,-1.4%,COc1ccc(N2C(=O)C3C(c4ccccc4Cl)OC4(C(=O)c5ccccc5C4=O)C3C2=O)c(OC)c1 (stereo not drawn)
-6.4%,-3.9%,COc1ccc(OC)c(-c2cc(C(=O)NCc3cccs3)no2)c1

Continued:
MKP-3 inhibition,Hsp70 inhibitors,Compound
-0.1%,1.1%,O=C(/C=C/c1ccc([N+](=O)[O-])cc1)Nc1ccc2c(c1)OCO2
6.2%,-22.5%,O=C(Cn1cc(/C=C2\SC(=S)NC2=O)c2ccccc21)Nc1ccccc1
2.7%,-6.4%,O=P(c1ccccc1)(c1ccccc1)c1nc(-c2ccc(Cl)cc2)oc1N1CCOCC1
2.1%,5.0%,C=C(C)Cn1c(CCCNC(=O)C(C)(C)C)nc2ccccc21
-11.7%,5.1%,CCCCSc1cc(C)nc2ncnn12
-3.4%,1.8%,CCOC(=O)N1CCN(S(=O)(=O)N(C)C)CC1
-0.3%,-0.2%,O=[N+]([O-])c1ccc(N[C@@H]2OC[C@@H](O)[C@H](O)[C@@H]2O)cc1
.,1.2%,CC1CC(C)CN(CCCNC(=O)c2csc3c2CCCC3)C1 (stereo not drawn)
.,1.7%,CCCCNCc1cc(OC)c(OCC(N)=O)cc1Br
-3.4%,4.3%,Cc1ccc(C2CC(c3cccc(C)c3)n3ncnc3N2)cc1 (stereo not drawn)
3.0%,1.7%,COc1cc(C2=Nc3ccc(Br)cc3C(c3ccccc3)N2CC(=O)NN)cc(OC)c1OC (stereo not drawn)
-1.1%,1.0%,O=C(Nc1ccc(F)cc1)c1ccc([N+](=O)[O-])cc1
-10.1%,8.0%,c1ccc2c(c1)ncc1cccn12
2.6%,3.7%,CCOC(=O)N1CCC(NC(=O)Cn2ncn3c(cc4sc(CC)cc43)c2=O)CC1
10.0%,0.5%,CCCCOC(=O)c1ccc(NC(=O)CSc2nnc(-c3ccco3)n2-c2ccccc2)cc1
-0.8%,4.5%,CCOC(=O)N1CCN(C(=O)Nc2cccc3ccccc23)CC1
4.7%,-4.9%,CCN1C(=O)/C(=C\c2ccccc2)C(C(=O)OC)=C1C
.,-9.5%,CC(C)c1ccc(-c2c(C#N)c(N)nc(SCC(=O)N3CCCCC3)c2C#N)cc1
-5.2%,-5.7%,CCCn1c(C2CC(=O)N(c3cc(OC)ccc3OC)C2)nc2ccccc21 (stereo not drawn)
-9.8%,1.2%,CC1CCCCN1S(=O)(=O)c1ccc(C(=O)Nc2nnc(-c3ccccc3Cl)o2)cc1 (stereo not drawn)
-0.5%,-1.5%,Cc1ccc(OCC(=O)N/N=C\C=N/NC(=O)COc2ccc(C)cc2)cc1
13.6%,7.6%,COc1cc(OC)c(C2N(Cc3ccccc3)CCN2Cc2ccccc2)cc1Br

Not all compounds are listed (hit frequency here may not be typical).
